Pol eta inh – blocks human DNA polymerase eta activity; recombinant Pol eta, fluorescent DNA replication assay; Potency, µM (top dose mostly 114 µM), inactives show at the highest dose activity change, negative = inhibition, most hits filed as inhibitors; 390,000 tested, 1.2% active; AID 588591; also: potency is read from the fitted curve at half-maximal effect; % is scaled to controls: 0 for no effect and ±100 for the full control effect
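Fluorescent replication assay: 50 nM final substrate added after a 15 min room-temperature compound preincubation with 10 nM enzyme. Signal taken at 0 min and again at 10 min.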
Pol beta inh – DNA polymerase beta (human) inhibition; Pol beta primer extension/strand displacement, fluorescence kinetic; Potency, µM (series often up to 114 µM), for the others: at the top dose activity change, negative = inhibition, most hits filed as inhibitors; 340,000 tested, 1.3% active; P06746; also: potency is read from the fitted curve at half-maximal effect; % is scaled to controls: 0 for no effect and ±100 for the full control effect
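Preincubation: enzyme (10 nM) with compound, 15 min, RT. Reaction: substrate added to 50 nM final. Reads: 0 and 10 min. Analysis: normalized, Hill fit.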
Apoferritin bind – binds horse apoferritin like a general anesthetic | P02791 | apoferritin/1-aminoanthracene competitive binding, fluorescence | Potency, µM (highest dose often 77.5 µM), for inactives: top-dose activity change, negative = displacement, most hits filed as inhibitors | 350,000 tested, 0.074% active; also: potency is read from the fitted curve at half-maximal effect; % is scaled to controls: 0 for no effect and ±100 for the full control effect; nearly all actives have a fitted effect of over 20% in size
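Horse-spleen apoferritin (10 uM) was mixed with 50% saturated 1-aminoanthracene in PBS, exposed to compounds for 10 min at room temperature, and read for fluorescence (ex 380 nm, em 535 nm). Competitive displacement was fitted with a four-parameter Hill equation.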
APE1 inh – blocks human APE1 abasic DNA cleavage. P27695. recombinant APE1, TAMRA/BHQ-2 abasic DNA cleavage fluorescence. Potency, µM (top dose mostly 65.8 µM), without a hit: at the highest dose activity change, negative = inhibition, actives largely listed as inhibitors. 350,000 tested, 0.35% active. AID 2517;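 also: potency is read from the fitted curve at half-maximal effect; plate controls were vehicle for no effect and reference inhibitor for full effect; nearly all actives have a fitted effect of over 55% in size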
Target sequence (P27695 whole entry, looked up): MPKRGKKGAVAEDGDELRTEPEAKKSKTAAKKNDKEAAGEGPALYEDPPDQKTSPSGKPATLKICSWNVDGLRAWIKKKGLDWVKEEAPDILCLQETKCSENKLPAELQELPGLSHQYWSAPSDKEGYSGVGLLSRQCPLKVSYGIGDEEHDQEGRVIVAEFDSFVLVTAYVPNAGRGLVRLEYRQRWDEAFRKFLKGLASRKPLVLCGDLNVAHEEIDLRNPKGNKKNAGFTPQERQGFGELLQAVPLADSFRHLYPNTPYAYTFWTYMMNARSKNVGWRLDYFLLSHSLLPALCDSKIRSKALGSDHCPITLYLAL
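Readout is kinetic fluorescence (ex 525, em 598 nm) from cleavage of 50 nM TAMRA/BHQ-2 THF abasic duplex by 0.75 nM APE1, compound added 15 min beforehand at RT.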
Pol kappa inh – DNA polymerase kappa (human) inhibition; Q9UBT6; purified Pol kappa, fluorescent DNA synthesis assay, 10 min; Potency, µM (series often up to 107 µM), for the others: at the top dose activity, negative = inhibition, hits mostly inhibitors; 400,000 tested, 0.53% active; AID 588579; also: potency is read from the fitted curve at half-maximal effect; % is scaled to controls: 0 for no effect and ±100 for the full control effect
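Readout: fluorescence, taken kinetically at 0 and 10 min. Conditions: 10 nM Pol kappa, 15 min RT compound preincubation, 50 nM substrate final. Controls: enzyme-free buffer wells.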
RXFP1 antag – RXFP1 (human) relaxin receptor antagonism; HEK293-RXFP1, relaxin-stimulated cAMP HTRF, 30 min; active compounds read low; activity change, negative = inhibition, % at 57.5 µM; 350,000 tested, 0.59% active; AID 1259400;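 active = activity change of -60% or lower, but not beyond a set lower limit; inconclusive = change between -60% and -40%, or beyond the set limit; inactive = change above -40%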; also: % is scaled to controls: 0 for no effect and ±100 for the full control effect
Tb PGK inh – inhibitors of T. brucei phosphoglycerate kinase | PGK/GAPDH coupled, Kinase-Glo luminescence, 60 min | AID 602233 | P07378 | 380,000 tested, 0.043% active | Potency, µM (doses to about 57.5 µM), inactives show at the top dose activity change, negative = inhibition, usual class: inhibitors; also: potency is read from the fitted curve at half-maximal effect; % is scaled to controls: 0 for no effect and ±100 for the full control effect; nearly all actives have a fitted effect of over 60% in size
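Luminescent ATP detection (Kinase-Glo Plus) follows a 60-minute room-temperature incubation, with wells lacking PGK as controls. Buffer: 100 mM TEA (pH 7.6), 5 mM MgCl2, 0.01% Tween-20. Coupling enzyme GAPDH (100 nM final) supplies unstable 1,3-BPG in-well.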
BLM helicase inh – inhibitors of human Bloom syndrome helicase BLM | Potency, µM (doses to about 56.1 µM), for the others: top-dose activity change, negative = inhibition, actives largely listed as inhibitors | 350,000 tested, 0.2% active | AID 2528 | recombinant BLM DNA unwinding, fluorescence dequenching;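 also: potency is read from the fitted curve at half-maximal effect; plate controls were vehicle for no effect and no enzyme for full effect; nearly all actives have a fitted effect of over 35% in size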
POLI inh – inhibitors of human DNA polymerase iota | 390,000 tested, 1% active | Pol iota fluorescent replication assay, 10 min | AID 588590 | Q9UNA4 | Potency, µM (series often up to 115 µM), without a hit: at the top dose activity, negative = inhibition, most hits filed as inhibitors; also: potency is read from the fitted curve at half-maximal effect
Target sequence (Q9UNA4 whole entry, looked up): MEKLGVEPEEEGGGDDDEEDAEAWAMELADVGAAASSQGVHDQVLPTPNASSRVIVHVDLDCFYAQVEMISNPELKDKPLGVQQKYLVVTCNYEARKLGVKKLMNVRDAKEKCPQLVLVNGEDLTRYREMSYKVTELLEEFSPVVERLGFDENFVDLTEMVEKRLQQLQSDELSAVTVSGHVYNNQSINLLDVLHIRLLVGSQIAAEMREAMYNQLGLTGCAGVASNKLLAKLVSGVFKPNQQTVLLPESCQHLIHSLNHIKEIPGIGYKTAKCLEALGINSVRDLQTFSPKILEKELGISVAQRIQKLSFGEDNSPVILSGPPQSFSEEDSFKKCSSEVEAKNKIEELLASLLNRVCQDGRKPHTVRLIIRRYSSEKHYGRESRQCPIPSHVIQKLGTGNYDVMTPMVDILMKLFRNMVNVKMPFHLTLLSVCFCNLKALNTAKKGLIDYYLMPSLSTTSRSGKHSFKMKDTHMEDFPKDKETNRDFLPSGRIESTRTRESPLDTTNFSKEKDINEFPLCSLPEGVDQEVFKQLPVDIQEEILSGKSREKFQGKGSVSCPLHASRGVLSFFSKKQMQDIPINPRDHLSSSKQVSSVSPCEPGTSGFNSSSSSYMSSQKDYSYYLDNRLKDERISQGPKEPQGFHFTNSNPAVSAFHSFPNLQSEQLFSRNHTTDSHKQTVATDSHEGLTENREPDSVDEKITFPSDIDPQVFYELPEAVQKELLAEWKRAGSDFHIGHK
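Fluorescent replication assay read twice, at 0 min and 10 min after adding 50 nM (final) substrate. Enzyme (10 nM) and compounds were first incubated 15 min at room temperature; enzyme-free buffer wells were negative controls.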
The depositor's hits bear a star; i = inactive; ? = inconclusive; nt = no result given; & = joins results of further samples; [ ] = another dose, or the depositor's remark. Unless noted, calls follow the shape of the dose curve; as a rule, active = well fitted curve in the direction sought with a large enough effect; inconclusive = small, poorly fitted or top-dose-only effect, or another doubt; inactive = no such curve, though single readings can be large; an effect the other way counts as inactive or inconclusive. These rows are one share of the data. The share of hits here may be higher or lower than overall.

SMILES	Pol eta inh	Pol beta inh	Apoferritin bind	APE1 inh	Pol kappa inh	RXFP1 antag	Tb PGK inh	BLM helicase inh	POLI inh
CCOc1ccccc1NC(=O)C(c1ccccc1)N1CCN(C(=O)c2ccco2)CC1 (stereo not given)	-14%	nt	nt	-7%	-3%	3	-3%	nt	-2%
FC(F)(F)c1cc(-c2ccc(Cl)cc2)nc(NCc2cccnc2)n1	-6%	4%	?	6%	-1%	-39	-5%	-2%	-14%
CN(C)S(=O)(=O)c1ccc(N2CCCC2)c(C(=O)Nc2ccc(N3CCOCC3)cc2)c1	-2%	11%	-12%	5%	0%	0	i	-1%	9%
Cc1nc2cc(-c3cccc(F)c3)nn2c(N2CCN(C(=O)c3ccco3)CC2)c1C	-9%	-1%	-17%	0%	-12%	-2	1%	-4%	-5%
NS(=O)(=O)c1ccc(CCNC(=S)Nc2ccc(S(N)(=O)=O)cc2)cc1	-2%	3%	-4%	2%	-16%	-19	2%	-4%	3%
Cc1cc(Nc2ccc(C)c(Cl)c2)n2nc(Cc3ccccc3)nc2n1	-20%	4%	?	nt	-14%	nt	-3%	-4%	?
Cc1cccc(C(=O)NCCNC(=O)c2ccco2)c1	-5%	58%	-3%	0%	-6%	-9	-5%	2%	-19%
CSc1ccc(CN2C(=O)NC3(CCCCCCC3)C2=O)cc1	-9%	-1%	?	10%	-1%	2	-1%	-11%	2%
COc1ccc(Br)cc1/C=N/NC(=O)CNC(=O)C1COc2ccccc2O1 (stereo not given)	-13%	-18%	-18%	-11%	-8%	-11	10%	-5%	28%
O=C(CN1C(=O)/C(=C\c2ccc(C(F)(F)F)cc2)Sc2ccccc21)NCc1ccco1	-2%	-11%	-7%	2%	-32%	-4	-6%	-7%	-19%

In the list so far, these contain a CF3 group:
SMILES	Pol eta inh	Pol beta inh	Apoferritin bind	APE1 inh	Pol kappa inh	RXFP1 antag	Tb PGK inh	BLM helicase inh	POLI inh
FC(F)(F)c1cc(-c2ccc(Cl)cc2)nc(NCc2cccnc2)n1	-6%	4%	?	6%	-1%	-39	-5%	-2%	-14%
O=C(CN1C(=O)/C(=C\c2ccc(C(F)(F)F)cc2)Sc2ccccc21)NCc1ccco1	-2%	-11%	-7%	2%	-32%	-4	-6%	-7%	-19%

Quoted at random: 3 records from the list, in no set order.
SMILES	Pol eta inh	Pol beta inh	Apoferritin bind	APE1 inh	Pol kappa inh	RXFP1 antag	Tb PGK inh	BLM helicase inh	POLI inh
NS(=O)(=O)c1ccc(CCNC(=S)Nc2ccc(S(N)(=O)=O)cc2)cc1	-2%	3%	-4%	2%	-16%	-19	2%	-4%	3%
Cc1nc2cc(-c3cccc(F)c3)nn2c(N2CCN(C(=O)c3ccco3)CC2)c1C	-9%	-1%	-17%	0%	-12%	-2	1%	-4%	-5%
Cc1cccc(C(=O)NCCNC(=O)c2ccco2)c1	-5%	58%	-3%	0%	-6%	-9	-5%	2%	-19%

Other results:
SMILES	Pol eta inh	Pol beta inh	Apoferritin bind	APE1 inh	Pol kappa inh	RXFP1 antag	Tb PGK inh	BLM helicase inh	POLI inh
CC1(C)CC(=O)C2=C(C1)Nc1[nH]n(-c3ccccc3)c(=O)c1C2c1ccc2c(c1)OCO2 (stereo not given)	0%	?	-16%	-6%	-21%	2	-4%	0%	-1%
Cc1ccc(Nc2nc(C)cs2)cc1	-4%	-1%	?	5%	-6%	-2	i	0%	13%
CCOC(=O)c1ccc(Cn2cnc3ccccc3c2=O)cc1	-15%	-1%	-6%	2%	-14%	-5	-9%	-8%	-16%
CC(C)Oc1cccc(C(=O)C2CCCN(Cc3cnc(N4CCOCC4)s3)C2)c1 (stereo not given)	-14%	7%	-18%	-2%	-10%	-65*	-1%	-3%	18%
CO/N=C/NC(=O)c1c(OC)ccnc1Oc1ccc(F)cc1	-1%	20%	-4%	-1%	-16%[60.1 µM]	-1	1%	0%	-17%
O=C(O)c1cccc(N/N=C/c2sc(N3CCOCC3)nc2-c2ccccc2)c1	-6%	5%	-13%	5%	-9%	0	3%	-3%	6%
COc1ccc(Br)c2c1-c1nc(NC(=O)c3cccc(C)c3)sc1C2	-9%	32%	-3%	nt	-33%	-14	8%	-27%	?
COc1ccc(C)cc1NS(=O)(=O)c1ccc2c(c1)oc(=O)n2C	6%	9%	-9%	41%	-8%	-4	i	-7%	-17%
O=C(Nc1ccccc1)c1ccc(Br)c(S(=O)(=O)Nc2ccccn2)c1	-14%	0%	2%	4%	0%	-11	-6%	-3%	21%
CSCCC(=O)N1CCCC(N2CCN(c3cccc(C(F)(F)F)c3)CC2)C1 (stereo not given)	-6%	6%	-10%	1%	-17%	13	4%	5%	12%
Cc1nc2ccccc2n1CC(=O)c1ccc(O)c(O)c1	?	nt	nt	-27%	?	nt	-10%	nt	?
Cc1cc(Br)ccc1NC(=O)c1cn(C2CCCC2)c(=O)c2c1c1ccccc1n2C	-21%	-1%	7%	nt	-6%	-18	-3%	-6%	11%
CN1CCN(C(=O)c2ccc3c(c2)N(Cc2ccccc2F)C(=O)c2ccccc2S3=O)CC1 (stereo not given)	-11%	17%	-14%	11%	0%	-1	-1%	0%	-6%
COCCCNC(=S)NC1CC2CCCC(C1)N2Cc1ccco1 (stereo not given)	-14%	-10%	1%	1%	-9%	8	-9%	0%	-16%
O=C(O)/C=C/C(O)c1ccc(Cl)cc1 (stereo not given)	1%	19%[57.1 µM]	nt	?	-6%[60.1 µM]	nt	-6%	nt	-13%
CCn1c(SCC(=O)c2cccs2)nnc1-c1ccco1	-17%	-21%	?	16%	8%	2	-5%	-1%	-1%
Cc1ccc(NC(=O)c2cc(-c3cccs3)on2)cc1	-4%	-4%	-5%	-1%	-5%	-6	4%	-1%	9%
COc1ccc(-c2nn(C)c3sc(C(=O)Nc4cc(OC)c(OC)c(OC)c4)cc23)cc1OC	40µM*	45µM*	63%[activator]	nt	50µM*	-2	7%	20µM*	22µM*
COc1cccc(-n2nc(C(C)=O)c(C#N)c2-c2ccco2)c1	-8%	-21%	-2%	6%	11%	-8	-2%	3%	-7%
O=S(=O)(Nc1ccc(O)c(Sc2nc3ccccc3s2)c1)c1cc(Cl)ccc1Cl	79µM*	?	-5%	nt	?	-32	-6%	-24%	?
O=C(O)C1CCCCC1C(=O)OCCCCOC(=O)C1CCCCC1C(=O)O (stereo not given)	-15%	41%	-8%	4%	2%	-1	-7%	2%	-2%
Cc1cnc(NC(=O)CSc2ncn(-c3ccccc3)n2)s1	-9%	-5%	0%	11%	1%	0	i	3%	-2%
COC(=O)C1CC2=C(CC(C)(C)CC2=O)N(c2ccccc2)C1=O (stereo not given)	-7%	nt	nt	nt	-1%	nt	1%	nt	?
CCOC(=O)c1ccc(CN(Cc2ccc(Br)cc2)S(=O)(=O)c2cccc(Cl)c2C)cc1	-9%	2%	50%[activator]	nt	-6%[60.1 µM]	3	-6%	-5%	3%
Cc1ccc(CNC(=O)C(=O)NCCC2CCCCN2S(=O)(=O)c2cccs2)cc1 (stereo not given)	-10%	nt	nt	-15%	-12%	-1	-6%	nt	41%[activator]
O=C1CC[C@@]23CCCN2C(=O)CCCC3C1 (stereo not given in full)	-5%	nt	-1%[163 µM]	-10%	-15%&-1%	nt	7%	3%[120 µM]	-3%
COc1ccccc1OCc1ccc(C(=O)N2N=C(C(F)F)CC2(O)C(F)F)o1 (stereo not given)	-9%	3%	?	0%	-9%	-3	-6%	-8%	-4%
O=C1c2ccccc2S(=O)(=O)c2cc(N3CCC(C(=O)N4CCCCC4)CC3)ccc21	?	nt	nt	nt	1%	nt	1%	nt	3%
COc1cccc(NC(=O)CC(=O)c2ccc([N+](=O)[O-])cc2)c1	?	-5%	-1%	51%	-2%	0	-2%	-6%	9%
CCOC(=O)CC1CCCCN1C(=O)CCCn1nnnc1CN1CCC(C)CC1 (stereo not given)	-5%	55%	-7%	12%	-6%	5	0%	-3%	33%[activator]

POLI inh, what is marked active above.
SMILES | Pol eta inh | Apoferritin bind | APE1 inh | Pol kappa inh | RXFP1 antag | Tb PGK inh | BLM helicase inh | POLI inh
COc1ccc(-c2nn(C)c3sc(C(=O)Nc4cc(OC)c(OC)c(OC)c4)cc23)cc1OC | 40µM* | 63%[activator] | nt | 50µM* | -2 | 7% | 20µM* | 22µM*

Following part:
SMILES	Pol eta inh	Pol beta inh	Apoferritin bind	APE1 inh	Pol kappa inh	RXFP1 antag	Tb PGK inh	BLM helicase inh	POLI inh
CCC(Oc1ccc(F)cc1)C(=O)Nc1cc(-c2ccc(C)cc2)no1 (stereo not given)	-10%	0%	-6%	nt	4%	?	-2%	-11%	-12%
Cc1cc(C)cc(N2C(=O)N(Cc3cccc(F)c3)c3ccccc3S2(=O)=O)c1	-23%	0%	39%[activator]	nt	0%[60.1 µM]	-9	0%	-7%	5%
CC(C)(C)OCC1CO1 (stereo not given)	-6%	nt	nt	-10%&1%	7%	nt	i	nt	29%
O=C(NC(=S)Nc1ccc(CN2CCOCC2)cc1)c1cccc([N+](=O)[O-])c1	-21%	-1%	-1%	17%	-2%	0	-5%	5%	60%[activator]
Cc1ccc(-c2cn3c(n2)sc2cc(C(=O)NCCC4=CCCCC4)ccc23)c(C)c1	-6%	3%	24%	nt	-18%	-4	9%	-4%	9%
Cc1cc(NCCCCCCCNc2cc(C)nc3cc([N+](=O)[O-])ccc23)c2ccc([N+](=O)[O-])cc2n1	?	nt	nt	nt	-22%	-2	i	nt	25%
Cc1cccc(-c2ccc3ncnc(NCc4cccnc4)c3c2)c1	-2%	nt	nt	2%&21%	5%	nt	-9%	nt	0%

Screens as filed in PubChem.
